Source: PubChem
Runt-CBFb FRET = Runt domain-CBFb interaction inhibition | Q01196+Q13951 | Cerulean-Runt/Venus-CBFb FRET ratio 530/480, 1 h | inhibition, % at 20 µM | 220,000 compounds, 0.46% hits | AID 1496;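 active means inhibition over about 50% at 20 µM in the single-dose screen, limit read from the data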;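 further: 0% = DMSO wells and 100% = excess unlabeled CBFb competitor control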
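Buffer or medium: Tris pH 7.5 buffer with BSA. Assay system: Cerulean-labeled Runt domain protein. Amount: each fluorescent fusion protein 100 nM. Read-out basis: loss of energy transfer signal. Incubation: 1 h compound exposure, room temperature. Probe or stimulus: Venus-CBFb binding partner, 100 nM. Detection: FRET, excitation 422 nm, emission at 530 and 480 nm.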
Furin inhibitor = human furin inhibition; inhibition, % at 30 µM; purified furin, fluorogenic substrate cleavage; P09958; 220,000 compounds, 0.061% hits; in the data active means inhibition above about 25%; further: inactives centre near -15
p97 ATPase inh = blocks human p97 ATPase activity; 220,000 compounds, 0.42% hits; recombinant p97 ATPase, Kinase-Glo ATP luminescence, 3 h; inhibition, % at 8 µM; AID 1481; in the data active means inhibition above about 15%;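 further: 0% = DMSO vehicle and 100% = wells lacking enzyme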
NCF1 inh = inhibitors of human p47phox binding. p47phox/p22phox peptide binding, fluorescence polarization, 2 h. 220,000 compounds, 0.53% hits. inhibition, % at 24.7 µM;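 active means inhibition above about 30%, limit read from the data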;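 further: 0% = p47phox with labelled peptide and 100% = labelled peptide alone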
Target sequence (P14598 whole entry, looked up): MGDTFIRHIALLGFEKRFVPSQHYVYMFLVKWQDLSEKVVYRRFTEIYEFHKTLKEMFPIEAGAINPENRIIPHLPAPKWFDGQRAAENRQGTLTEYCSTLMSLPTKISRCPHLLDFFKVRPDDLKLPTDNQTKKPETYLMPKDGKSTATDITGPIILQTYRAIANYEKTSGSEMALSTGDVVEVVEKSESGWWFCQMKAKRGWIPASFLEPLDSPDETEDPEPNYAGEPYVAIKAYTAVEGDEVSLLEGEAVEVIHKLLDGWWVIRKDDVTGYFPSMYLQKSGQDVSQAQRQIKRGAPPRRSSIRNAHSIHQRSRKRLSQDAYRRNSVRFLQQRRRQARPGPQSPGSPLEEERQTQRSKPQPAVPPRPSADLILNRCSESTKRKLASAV
RBBP9 inhibitor = inhibitors of human serine hydrolase RBBP9 | inhibition, % at 7.94 µM | 220,000 compounds, 0.2% hits | recombinant RBBP9, FP-Rh probe fluorescence polarization | O75884;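 active means inhibition above the campaign mean of all tested compounds plus 3 SD, cut at about 14% in these data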;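 further: plate controls were DMSO wells with RBBP9 for no effect and wells lacking RBBP9 protein for full effect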
Target sequence (O75884 whole entry, looked up): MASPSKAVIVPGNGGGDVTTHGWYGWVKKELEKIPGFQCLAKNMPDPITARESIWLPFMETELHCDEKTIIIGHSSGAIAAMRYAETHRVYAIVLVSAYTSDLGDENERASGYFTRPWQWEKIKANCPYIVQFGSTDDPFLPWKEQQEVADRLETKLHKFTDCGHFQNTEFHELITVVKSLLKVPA
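system = RBBP9 protein | input = RBBP9 at 2.5 µM in dispensed solution, before mixing | measured by = fluorescence polarization (mP), excitation 525 nm, emission 598 nm | incubation = enzyme-compound preincubation 30 min, then probe labeling 45 min, 25 °C | buffer or medium = Tris-NaCl-Pluronic buffer, pH 8.0 | compound = single dose 7.94 µM | also added = FP-Rh probe, 375 nM dispensing solution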
m-calpain inh = calpain II (pig) inhibition | purified calpain II, fluorogenic peptide substrate, 30 min | inhibition, % at 16 µM | 220,000 compounds, 0.37% hits;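 active means inhibition above about 50%, limit read from the data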
TbHK1 inh = T. brucei hexokinase 1 inhibition; recombinant TbHK1, G6PDH-coupled NADH A340; AID 1430; inhibition, % at 10 µM; 220,000 compounds, 0.11% hits;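 active means inhibition of 50% or more in the single-dose primary screen; inactive means inhibition below 50%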
EBV gp42 inh = inhibitors of Epstein-Barr virus glycoprotein 42. Fluorescence polarization binding assay, mP read-out. AID 1085. 220,000 compounds, 0.42% hits. inhibition, % (tested at 21.74 µM); in the data active means inhibition above about 50%
Target sequence (Q1HVG2 whole entry, looked up): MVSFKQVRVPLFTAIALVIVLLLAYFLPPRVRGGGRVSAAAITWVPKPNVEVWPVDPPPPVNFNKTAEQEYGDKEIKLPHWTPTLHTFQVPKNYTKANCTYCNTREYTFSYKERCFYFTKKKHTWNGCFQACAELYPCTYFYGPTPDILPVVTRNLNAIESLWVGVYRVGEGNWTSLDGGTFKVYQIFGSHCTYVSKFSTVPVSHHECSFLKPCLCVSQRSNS
Runt-SMMHC FRET = Runt domain-CBFb-SMMHC interaction inhibition. Q01196+Q13951. inhibition, % at 20 µM. AID 1434. Cerulean-Runt/Venus-CBFb-SMMHC FRET ratio 530/480, 1 h. 220,000 compounds, 0.74% hits;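 active means mean inhibition across duplicate retests at 20 µM reaching about 50%, limit read from the data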;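 further: 0% = DMSO wells and 100% = wells with excess untagged CBFb-SMMHC; inhibitors lower the FRET ratio by blocking Runt binding to CBFb-SMMHC; some results filed as inactive read as strong as hits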
The depositor's hits bear a star; / = not tested or not shown; [ ] = remark or other dose.

no. | Molecule | Runt-CBFb FRET | Furin inhibitor | p97 ATPase inh | NCF1 inh | RBBP9 inhibitor | m-calpain inh | TbHK1 inh | EBV gp42 inh | Runt-SMMHC FRET
1 | CCC(=O)Nc1ccc(-c2nnc(SCc3ccc(C(=O)Nc4nccs4)cc3)n2CC)cc1 | -2 | -14[20 µM] | 5 | -1 | -5 | -31 | -2 | -8 | -1
2 | COc1ccc(N=C2S/C(=C\c3ccc(C)s3)C(=O)N2CC(C)C)cc1 | 0 | -11[20 µM] | -3 | -19 | -3 | 5 | -10 | 1 | -5
3 | CCCN(CC(=O)Nc1ccccc1C)C(=O)CCl | 0 | -23 | 6 | -2 | 0 | 1 | 1 | -17 | -5
4 | Cc1cccc(NC(=O)NNC(=O)c2cc(-c3ccccc3Cl)nc3ccccc23)c1 | -1 | -6[20 µM] | -3 | -3 | -14 | -30 | 13 | -7 | 0
5 | Cn1c(=O)c2c(nc(Oc3ccc(-c4ccccc4)cc3)n2C)n(C)c1=O | -6 | 3[20 µM] | 3 | -18 | -1 | -21 | -1 | -8 | -7
6 | CC(C)=C1C2CCC1C1C(=O)N(c3ccc(C)c(C)c3)C(=O)C21 (stereo not given) | -1 | -3 | -2 | -1 | -7 | 16 | 37 | -3 | 1
7 | CC(C)(C)c1ccc(NC(=S)NCc2cccs2)cc1 | 3 | -10[20 µM] | -1 | 0 | -6 | 44 | 3 | -10 | -2
8 | N=c1oc2ccc3ccccc3c2cc1C(N)=S | 118* | -34 | 5 | 16 | 4 | -117 | -11 | -1 | 92*
9 | COCCCNC(=O)CN1C(=O)/C(=C\c2ccc(C)cc2)Sc2ccccc21 | 2 | -1 | -3 | -6 | -5 | 13 | 12 | 6 | -6
10 | CCP(=O)(CC)C(C)(C)CP(=O)(c1ccccc1)c1ccccc1 | / | -26 | 1 | -7 | 5 | -13 | 5 | 6 | 3
11 | O=C(OCc1ccc([N+](=O)[O-])cc1)c1ccc2ccccc2n1 | 2 | -7 | -1 | 11 | 6 | 17 | -5 | -4 | 2
12 | CCN(CC)CCN(C(=O)CN1C(=O)CCC1=O)c1nc2cc3c(cc2s1)OCO3 | 0 | -27 | 1 | -1 | -3 | -27 | -2 | -2 | -2
13 | CC1CN(C(=O)c2ccccc2NS(=O)(=O)c2cccc([N+](=O)[O-])c2)CC(C)O1 (stereo not given) | 2 | -20 | 5 | -8 | -4 | -14 | 0 | -4 | -15
14 | CC1=C(C)CC(C(=O)NCc2ccc3c(c2)OCO3)C(C(=O)O)C1 (stereo not given) | 2 | -11[20 µM] | 8 | -4 | 8 | 10 | -6 | -3 | -7
15 | C=CCn1c(C)cc(C(=O)CSc2nc(N)cc(N)n2)c1C | 14 | -17 | 8 | 4 | 8 | -8 | -6 | -11 | 0
16 | O=[N+]([O-])c1cc(/C=N/O)ccc1Oc1ccccc1Cl | 4 | -16 | 2 | -17 | -1 | 13 | -4 | 3 | -2
17 | COc1cccc(NC(=O)CSc2nnc(COc3ccc4c(c3)CCCC4)o2)c1 | -2 | -8[20 µM] | 0 | 11 | -5 | 7 | -3 | -9 | -5
18 | CC(C)Oc1ccc(C(=O)N2CCCC2C(=O)O)cc1 (stereo not given) | 0 | -28 | 3 | -9 | 1 | -24 | 8 | -9 | 2
19 | CC1CCCCN1Cc1c(O)ccc2c(=O)c(-c3nc4ccccc4s3)coc12 (stereo not given) | 10 | -14 | 12 | 4 | 1 | -2 | -49 | -11 | 25
20 | Cc1ccccc1C1CCCN(C(=O)c2cc(COc3c(F)cccc3F)on2)C1 (stereo not given) | -3 | -4 | -11 | -9 | -8 | 35 | 8 | 1 | -4
21 | CN(C)CCCNC(=O)c1cc(C(=O)c2ccc(F)cc2)c[nH]1 | -1 | -22 | 2 | -5 | 5 | -3 | -2 | -11 | -3
22 | CC1CCN(CC(O)COCCOc2ccc(Br)cc2)CC1 (stereo not given) | 2 | -24 | 2 | 2 | 2 | 11 | 9 | -4 | 3
23 | CCN(CC)CCN(C(=O)c1cccc([N+](=O)[O-])c1)c1nc2ccc(OC)cc2s1 | 2 | -21 | 1 | -13 | -3 | -11 | 1 | -9 | 1
24 | O=C(/C=C/c1cc([N+](=O)[O-])ccc1OC(F)F)Nc1cccc(OC(F)F)c1 | 0 | -17 | 2 | -6 | -8 | -16 | -6 | -15 | -2
25 | COc1cc2c(c(OC)c1)C(c1cccc(OC)c1OC)CC(=O)N2 (stereo not given) | / | -18 | 4 | -13 | -1 | 9 | -6 | -2 | 1

Full records as entered above. Screens in order: Runt-CBFb FRET, Furin inhibitor, p97 ATPase inh, NCF1 inh, RBBP9 inhibitor, m-calpain inh, TbHK1 inh, EBV gp42 inh, Runt-SMMHC FRET
`O=[N+]([O-])c1cc(/C=N/O)ccc1Oc1ccccc1Cl` in the list: 4, -16, 2, -17, -1, 13, -4, 3, -2
`CCN(CC)CCN(C(=O)CN1C(=O)CCC1=O)c1nc2cc3c(cc2s1)OCO3` in the list: 0, -27, 1, -1, -3, -27, -2, -2, -2

(list continues)
no. | Molecule | Runt-CBFb FRET | Furin inhibitor | p97 ATPase inh | NCF1 inh | RBBP9 inhibitor | m-calpain inh | TbHK1 inh | EBV gp42 inh | Runt-SMMHC FRET
26 | CC(C)c1nnc(SCC(=O)NCc2ccc3c(c2)OCO3)n1C | 1 | -7[20 µM] | 0 | -5 | -9 | -11 | -1 | -2 | 3
27 | Cn1c(CSc2ncccn2)nnc1SCC(=O)N1CCCCCC1 | -2 | -16 | 0 | 10 | -4 | -21 | -9 | 5 | 3
28 | CCc1nc(N)nc(N)c1-c1ccc(Cl)cc1 | 0 | -19 | 3 | -6 | -6 | 0 | 5 | -12 | 3
29 | Cc1c(Cl)c([N+](=O)[O-])nn1Cc1ccc(C(=O)N/N=C\c2cccc(Br)c2)o1 | -1 | -20[20 µM] | 6 | -2 | -12 | -18 | -1 | -12 | 0
30 | O=C(Cn1c(=O)c2sccc2n(Cc2cccc([N+](=O)[O-])c2)c1=O)NCCc1ccccc1 | 0 | -14 | 4 | -10 | -5 | 8 | 11 | -3 | 0
31 | Cc1c(C)c2cc(Cl)c(OCc3nn[nH]n3)cc2oc1=O | 5 | -15 | -8 | -6 | -4 | -207 | -17 | -10 | 13
32 | O=[N+]([O-])c1cc2c(c(CSc3nnnn3-c3ccc(O)cc3)c1)OCOC2 | -1 | -14 | -2 | -8 | -11 | 29 | 0 | 16 | 4
33 | Cc1[nH]ccc(=O)c1OCc1c(Cl)cccc1Cl | 1 | -20[20 µM] | 1 | 14 | -6 | 27 | 4 | -8 | 3
34 | O=C(Nc1nc(-c2ccc3ccccc3c2)cs1)C1CCN(S(=O)(=O)c2cccs2)CC1 | -2 | -18 | 6 | -50 | -13 | -41 | -6 | -24 | -5
35 | Cn1nc(C(F)(F)F)c(-c2ccccc2)c1NC(=O)CSCC(=O)O | -1 | -16 | 12 | 0 | 1 | -3 | -2 | -18 | -6
36 | C=CCNC(=S)Nc1sc2c(c1C(=O)OCC)CC(C(C)C)OC2 (stereo not given) | -1 | -18 | 5 | -6 | -10 | 12 | -9 | 9 | 1
37 | COc1cccc(-n2c(C)c(C(C)=O)c(C(C)=O)c2C)c1 | -1 | -21[20 µM] | 0 | -6 | 3 | -9 | 3 | -5 | 6
38 | CC(NC(=O)NC1CCCCC1)C(c1cccs1)N1CCN(c2ccccc2)CC1 (stereo not given) | 0 | -26 | 5 | 1 | -3 | 44 | 0 | 3 | 3
39 | CCOc1ccccc1NC(=O)COC(=O)Cc1ccc(-c2ccccc2)cc1 | -1 | -19 | 0 | -46 | -9 | 11 | 10 | -12 | -10
40 | Cc1cccc(Nc2ncnc3nc[nH]c23)c1 | 0 | -15 | 3 | -12 | 2 | -6 | -7 | -7 | 2
41 | CCn1c(C)nc2cc(C#N)ccc21 | 0 | -20 | 9 | 5 | -9 | 1 | 3 | -8 | -1
42 | CS(=O)(=O)c1ccc(C(=O)OCC(=O)NC23CC4CC(CC(C4)C2)C3)cc1[N+](=O)[O-] | 7 | -27 | 7 | -14 | -7 | -7 | -2 | -20 | 4
43 | Cc1c(C(=O)NCc2cccnc2)oc2ccc(S(=O)(=O)N3CCC4(CC3)OCCO4)cc12 | 2 | -26[20 µM] | 1 | 6 | 1 | 10 | -9 | 7 | 1
44 | COc1cccc(OCc2nc3ccccc3c(=O)n2N)c1 | -1 | -24[20 µM] | 5 | -13 | 4 | -23 | 2 | -13 | 0
45 | Cc1ccc(C)c(N2CCN(S(=O)(=O)c3ccc4c(c3)CCN4C(=O)CCC(=O)O)CC2)c1 | -10 | -10 | 2 | -16 | 3 | -100 | -3 | 4 | -3
46 | CCOC(=O)CSc1nc2cc(C)cc(C)c2cc1C#N | -3 | -19 | -2 | -21 | -6 | 1 | -6 | -25 | -8
47 | Cn1c(C2=C(O)CN(c3ccc4c(c3)OCCO4)C2=N)nc2ccccc21 | -3 | -18 | 5 | -10 | 1 | 2 | -4 | -8 | 4
48 | CN1CCC(=NNC(=O)COc2ccc(Cl)cc2)CC1 | 0 | -24 | 0 | 1 | -8 | 3 | -4 | -9 | 6
49 | CNc1ccc(Br)cc(C(=O)/C=C/c2cccc(OC)c2OC)c1=O | -1 | -21[20 µM] | -1 | -8 | 5 | -44 | -18 | 20 | -19
50 | COc1ccc(CC(=O)NCc2nnc(SCC(=O)c3ccc(OC)cc3)n2C)cc1 | -2 | -9 | -3 | -1 | -9 | 3 | 0 | 8 | -2
51 | CC1CC(C)(C)NC(C)c2ccccc21 (stereo not given) | -1 | -16 | 2 | -13 | -2 | 4 | 3 | -28 | 4
52 | O=C1/C(=C/c2ccco2)Cc2ccccc21 | 18 | -12 | -1 | 1 | -3 | -50 | -17 | 3 | 15
53 | COc1ccc(Cn2cc3c(-c4ccc(F)cc4)nnc-3c3cc(OC)c(OC)cc32)cc1 | -29 | -32 | 6 | -13 | -7 | -131 | -25 | -41 | -42
54 | CCOC(=O)c1c(C)nc2sc(C(=O)Nc3ccc(C(C)=O)cc3)c(N)c2c1-c1ccc(OC)cc1 | -18 | -2[20 µM] | -1 | -10 | -7 | -239 | -35 | -6 | -73
55 | CC(=O)N1CCc2cc(Br)cc(S(=O)(=O)NCCCN3CCCC(C)C3)c21 (stereo not given) | 0 | -22[20 µM] | 2 | -3 | -5 | -4 | 4 | -26 | 2
56 | CN1CCN(C(=O)c2cc3ccccc3oc2=O)CC1 | 9 | -1[20 µM] | -4 | -7 | -3 | 8 | -6 | -1 | 20
57 | O=C(c1ccco1)N1CCN(Cc2nnnn2CC2CCCO2)CC1 (stereo not given) | -1 | -29 | 5 | 3 | -2 | -29 | -1 | -23 | -1
58 | Cc1ccc(C(C(=O)NC2CCCCC2)N(CC2CCCO2)C(=O)CNC(=O)c2ccco2)cc1 (stereo not given) | -1 | -14 | -1 | -3 | -10 | 19 | 0 | -13 | 1
59 | COc1cc(/C=C(\C#N)c2nc3ccccc3s2)cc([N+](=O)[O-])c1O | 8 | -5 | 11 | -86 | -2 | -46 | 45 | 8 | 10
60 | O=C(COC(=O)[C@@H]1CC(O)CN1S(=O)(=O)c1ccc2c(c1)OCCO2)NCc1ccc(F)cc1 (stereo not given in full) | 0 | -20 | -3 | -1 | -9 | -7 | 0 | 12 | -1
61 | COc1ccccc1N1CCN(C(=O)CCCCCn2c(=O)[nH]c3ccsc3c2=O)CC1 | -6 | -22 | 5 | -39 | -6 | 11 | -7 | -16 | 0
62 | O=C(Cc1ccc(Nc2nc3ccc(Br)cc3[nH]2)cc1)NCCc1cccs1 | -2 | -16[20 µM] | 6 | -18 | -1 | 40 | -4 | 46 | 0
